Tau fibril ThT = blocks human tau fibril formation measured by thioflavin T | P10636 | recombinant tau K18 P301L, heparin-induced fibrillization, ThT fluorescence | Potency, µM (top dose mostly 57.4 µM), for the others: top-dose activity, negative = inhibition, hits mostly inhibitors | 2.1% of 270,000 active | AID 1460; note: % is set by controls: 0 for no effect and ±100 for the full control effect; nearly all actives have a fitted effect of over 55% in size
Target sequence (P10636 561-689 P618L limits assumed): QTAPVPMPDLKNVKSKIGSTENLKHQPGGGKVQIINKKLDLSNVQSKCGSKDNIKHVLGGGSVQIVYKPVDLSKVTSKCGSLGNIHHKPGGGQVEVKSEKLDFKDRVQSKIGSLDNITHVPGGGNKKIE
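Using a mix of unlabeled (15 uM) and Alexa 594-labeled (0.24 uM) tau K18 P301L, heparin-triggered fibrillization over 6 hr at 37 C was scored by ThT fluorescence.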
KDM4E inh = inhibitors of human JMJD2E histone demethylase; B2RXH2; JMJD2E catalytic domain, FDH-coupled NADH fluorescence (FDH is formaldehyde dehydrogenase); Potency, µM (titrated, usually from 57.1 µM), for inactives: at the highest dose activity change, negative = inhibition, usual class: inhibitors; 1.6% of 230,000 active; AID 2147; active = well fitted inhibition curve with a large enough effect, not every such curve was filed as active; inconclusive = small, poorly fitted or top-dose-only effect, or another doubt; inactive = no such curve, though single readings can be large or run the other way;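 note: 0% = wells with enzyme and -100% = buffer wells without enzyme; nearly all actives have a fitted effect of over 50% in size; many of its hits are not listed in these tables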
Target sequence (B2RXH2 1-337 limits assumed): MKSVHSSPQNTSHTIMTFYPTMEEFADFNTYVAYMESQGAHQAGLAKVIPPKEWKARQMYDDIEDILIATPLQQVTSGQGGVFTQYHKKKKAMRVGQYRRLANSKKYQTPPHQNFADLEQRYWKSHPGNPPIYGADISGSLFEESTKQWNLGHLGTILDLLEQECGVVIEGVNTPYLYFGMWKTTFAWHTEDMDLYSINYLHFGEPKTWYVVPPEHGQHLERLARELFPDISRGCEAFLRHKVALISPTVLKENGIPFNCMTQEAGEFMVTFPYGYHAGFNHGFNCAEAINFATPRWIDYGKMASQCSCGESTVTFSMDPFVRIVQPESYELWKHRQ
Tau fibril FP = blocks human tau fibril formation measured by polarization. Potency, µM (series often up to 57.7 µM), for inactives: at the highest dose activity, negative = inhibition, actives largely listed as inhibitors. K18 P301L tau heparin fibrillization, Alexa594 FP, 6 h. AID 1468. 0.39% of 280,000 active; note: % is set by controls: 0 for no effect and ±100 for the full control effect; nearly all actives have a fitted effect of over 55% in size
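Human K18 P301L fragment (15 uM unlabeled plus 0.24 uM Alexa 594-labeled) in 100 mM sodium acetate pH 7 with compound, aggregation induced by 20 uM heparin for 6 hr at 37 C. ThT (30 uM) added for 1 hr, then Alexa 594 FP read.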
Tau fluor counter = counter-screen for tau fibril formation inhibitors. tau K18 P301L (four-repeat tau fragment) Alexa594 fluorescence, heparin fibrillization. 0.93% of 280,000 active. AID 1463. Potency, µM (top dose mostly 57.7 µM), for inactives: at the highest dose activity change, negative = decrease; note: % is set by controls: 0 for no effect and ±100 for the full control effect; nearly all actives have a fitted effect of over 55% in size
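Human K18 P301L tau (15 uM unlabeled plus 0.24 uM Alexa 594-labeled, final) in 100 mM sodium acetate pH 7 was mixed with compound and 20 uM heparin and incubated 6 hr at 37 C.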
SMN2 splice enh = SMN2 splice variant enhancement; AID 1458; HEK293 SMN2-luciferase splicing reporter, luminescence, 30-36 h; 2.8% of 210,000 active; Potency, µM (titrated, usually from 46.1 µM), without a hit: at the highest dose activity change, positive = activation, most hits filed as activators; note: % of control where 0% means no effect; nearly all actives have a fitted effect of over 55% in size
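HEK293 cells carry an SMN2 minigene-luciferase reporter in which exon 7 inclusion puts luciferase in frame. Cells were seeded at 2000 cells/well, attached for 10-12 hours, then exposed to compounds for 30-36 hours at 37C before ONE-Glo luminescence.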
HttQ103 aggreg = mutant huntingtin aggregation inhibition; PC12 HttQ103-GFP aggregates, Acumen cytometry, 40 h; Potency, µM (titrated, usually from 46.1 µM), for the others: at the top dose activity change, negative = inhibition, most hits filed as inhibitors; 1.1% of 220,000 active; note: % is set by controls: 0 for no effect and ±100 for the full control effect; nearly all actives have a fitted effect of over 60% in size
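Read-out: GFP aggregate count by laser scanning cytometer (488 nm excitation, 500-530 nm emission, 1–25 µm objects >6 SD above background). Cells: PC12, inducible HTTex1-Q103-GFP, 100 nM tebufenozide; compounds titrated.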
ALDH1A1 block = inhibitors of human aldehyde dehydrogenase 1A1. Potency, µM (series often up to 75.3 µM), for the others: top-dose activity, negative = inhibition, actives largely listed as inhibitors. 7.3% of 220,000 active. P00352. Purified ALDH1A1, NADH fluorescence, propionaldehyde substrate; active = well fitted inhibition curve with a large enough effect, not every such curve was filed as active; inconclusive = small, poorly fitted or top-dose-only effect, or another doubt; inactive = no such curve, though single readings can be large or run the other way;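 note: plate controls were no enzyme wells and a reference inhibitor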
Target sequence (P00352 whole entry, looked up): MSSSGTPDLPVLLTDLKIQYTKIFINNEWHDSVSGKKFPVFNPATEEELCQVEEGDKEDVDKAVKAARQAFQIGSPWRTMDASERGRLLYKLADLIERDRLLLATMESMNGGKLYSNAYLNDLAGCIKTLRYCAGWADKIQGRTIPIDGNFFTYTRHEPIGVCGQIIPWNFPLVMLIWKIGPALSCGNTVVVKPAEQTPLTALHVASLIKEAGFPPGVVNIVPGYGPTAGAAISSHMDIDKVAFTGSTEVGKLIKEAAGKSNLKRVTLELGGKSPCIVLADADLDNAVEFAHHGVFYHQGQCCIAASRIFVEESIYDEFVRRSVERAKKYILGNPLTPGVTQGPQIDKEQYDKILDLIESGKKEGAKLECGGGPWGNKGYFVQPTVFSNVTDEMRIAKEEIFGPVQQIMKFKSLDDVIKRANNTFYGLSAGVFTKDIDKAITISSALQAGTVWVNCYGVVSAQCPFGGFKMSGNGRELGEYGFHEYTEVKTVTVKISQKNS
HTT ATP protect = cytoprotection in Huntington HTT-Q103 PC12 cell model; PC12 HTT-Q103 induced, cytoprotection, ATP luminescence, 40 h; Potency, µM (doses to about 56.4 µM), without a hit: cytoprotection (ATP increase), actives largely listed as activators; 0.14% of 230,000 active;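 note: % of control where 0% means no effect; nearly all actives have a fitted effect of over 45% in size; toxic huntingtin expression switched on by the ecdysone agonist tebufenozide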
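Rat PC12, Q103 Htt exon1-GFP fusion, ecdysone promoter; tebufenozide inducer 100 nM final; compound titration; qHTS, 1500 cells/well; ATPlite luminescent read.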
The depositor's hits bear a star; u = inconclusive; x = not tested or not shown; [ ] = remark or other dose. Unless noted, calls come from the whole dose curve; as a rule, active = well fitted curve in the direction sought with a large enough effect; inconclusive = small, poorly fitted or top-dose-only effect, or another doubt; inactive = no such curve, though single readings can be large; an effect the other way counts as inactive or inconclusive. Potency is the fitted concentration of half-maximal effect.

SMILES	Tau fibril ThT	KDM4E inh	Tau fibril FP	Tau fluor counter	SMN2 splice enh	HttQ103 aggreg	ALDH1A1 block	HTT ATP protect
O=C(O)C1CCC(=O)N(C2CCCCC2)C1c1ccccc1Cl (stereo unspecified)	3%	5%	-7%	-9%	x	17%[9.22 µM]	-6%	18%[10 µM]
CCOC(=O)CSc1nnc2n(Cc3ccccc3)c(=O)c3c4c(sc3n12)CCC4	-6%	1%	7%	-2%	x	-4%	-6%	0%
COc1ccc(CCNC(=O)CC2SC(=NCc3ccccc3OC)NC2=O)cc1 (stereo unspecified)	-6%	2%	6%	1%	5%	11%	u	-26%
CSc1ccccc1NC(=O)c1cc(CC(C)C)on1	-17%	u	-2%	-11%	u	-27%	u	-6%
COc1ccc(CNCC(O)(c2ccccc2)c2ccc(Cl)cc2)cc1 (stereo unspecified)	-11%	6%	-1%	-15%	-46%[inhibitor]	u	1%	18%[10 µM]
COc1ccccc1NC(=S)N1CCN(C(=O)C2CCCO2)CC1 (stereo unspecified)	3%	-2%	10%	6%	2%	13%	-8%	u
O=S(=O)(Nc1cc(Cl)ccc1N1CCCCC1)c1cccs1	-15%	-2%	14%	u	-11%	u	u	29%[10 µM]
COc1ccc(-c2nc3ccccc3c(C(=O)Nc3ccc(S(=O)(=O)Nc4cc(C)on4)cc3)c2C)cc1	-9%	u	-12%	-8%	-39%[inhibitor]	-29%	-4%	-20%
CCn1nnnc1SCC(=O)N1CCN(c2ccccc2)CC1	x	-6%	-6%	u	x	10%[9.22 µM]	x	-4%[10 µM]
COc1cc(C2C(C(=O)c3ccco3)=C(O)C(=O)N2CCc2ccccc2)ccc1O (stereo unspecified)	-7%	-10%	8%	4%	-17%	-9%	6%	9%[10 µM]
COc1ccc(S(=O)(=O)NC(Cc2cnc[nH]2)C(=O)O)cc1 (stereo unspecified)	9%	-4%	12%	5%	-7%	-18%	-8%	3%[10 µM]
COc1ccc(S(=O)(=O)Nc2c(C)ccc3nsnc23)cc1OC	-1%	-6%	15%	6%	u	-7%	u	13%
CCCCCc1ccc(-c2ccc(OC)cc2)nc1	-2%	-10%	-9%	-13%	x	-3%[9.22 µM]	-7%	3%[10 µM]
COc1ccc(N2C(C(C)=O)=NN(c3ccccc3)C2c2cccs2)cc1 (stereo unspecified)	u	u	1%	u	-17%	u	-4%	-76%[inhibitor]
CCOC(=O)c1cc2c(=O)n3ccccc3nc2n(Cc2ccco2)c1=NC(=O)c1cccc(C)c1	-12%	x	-8%	-18%	-4%	x	x	x
CCC(C)Cn1c(O)cc2nn(-c3nc4ccccc4s3)c(=O)c-2c1C (stereo unspecified)	32µM*	u	-6%	u	x	-18%[9.22 µM]	x	4%[10 µM]
CCCn1c(C(O)c2cc(OC)ccc2OC)nc2ccccc21 (stereo unspecified)	-1%	-8%	2%	2%	16%	-7%	-1%	15%
Cc1n[nH]c(=O)n1-c1ccc(OCc2ccccc2)cc1	3%	8%	-6%	4%	x	-10%	0%	-50%[inhibitor]
O=C(Nc1cc(S(=O)(=O)N2CCOCC2)ccc1N1CCCCC1)c1cc(-c2ccccn2)nc2ccccc12	u	u	u	-30%	13%	u	7.1µM*	-18%[10 µM]
CC(C)NC(=O)c1cc2c(Cl)nc3ccccc3c2s1	-10%	x	-10%	-21%	-16%	x	x	x

Some of the entries above in a different format.
| Structure | Tau fibril ThT | KDM4E inh | Tau fibril FP | Tau fluor counter | SMN2 splice enh | HttQ103 aggreg | ALDH1A1 block | HTT ATP protect |
| --- | --- | --- | --- | --- | --- | --- | --- | --- |
| COc1ccc(N2C(C(C)=O)=NN(c3ccccc3)C2c2cccs2)cc1 (stereo unspecified) | u | u | 1% | u | -17% | u | -4% | -76%[inhibitor] |
| CCOC(=O)c1cc2c(=O)n3ccccc3nc2n(Cc2ccco2)c1=NC(=O)c1cccc(C)c1 | -12% | x | -8% | -18% | -4% | x | x | x |
| CCC(C)Cn1c(O)cc2nn(-c3nc4ccccc4s3)c(=O)c-2c1C (stereo unspecified) | 32µM* | u | -6% | u | x | -18%[9.22 µM] | x | 4%[10 µM] |

The list continues.
SMILES	Tau fibril ThT	KDM4E inh	Tau fibril FP	Tau fluor counter	SMN2 splice enh	HttQ103 aggreg	ALDH1A1 block	HTT ATP protect
COc1ccc(C(=O)N/N=C/C2CC=CCC2)cc1OC (stereo unspecified)	-9%	45%[activator]	4%	-4%	-12%	-9%	u	-35%[inhibitor]
CC(=O)c1ccsc1-c1c(C)cc2oc(=O)cc(-c3ccccc3)c2c1C	u	x	-8%[81.3 µM]	-12%[81.3 µM]	x	x	u	-202%[inhibitor]
Cc1cc(C)c(C(=O)CN2C(=O)NC3(CCC(C)CC3)C2=O)cc1C (stereo unspecified)	3%	-6%	0%	1%	15%	9%	0%	10%[10 µM]
O=C(/C=C\NCC(=O)c1ccccc1)c1ccccc1	-19%	-6%	-2%	-7%	-6%	4%	2.5µM*	-18%
CC(C(=O)Nc1ccc2c(c1)OCCO2)N1CCN(C(=O)c2ccco2)CC1 (stereo unspecified)	-9%	8%	-1%	-15%	7%	u	4%	-8%[10 µM]
O=C(CN(Cc1ccccc1)S(=O)(=O)c1ccc2c(c1)OCCO2)Nc1ccc2c(c1)OCCO2	-7%	5%	-4%	u	17%	3%	u	2%[10 µM]
CC(C)Cn1c(N)c(C(=O)COC(=O)c2cc(F)cc(F)c2)c(=O)n(C)c1=O	-1%	5%	-4%	-15%	-20%	9%	4%	-11%[10 µM]
CC(C)OCC(O)CS(=O)(=O)Cc1ccccc1 (stereo unspecified)	-18%	6%	-11%	-11%	8%	-9%[9.22 µM]	13%	0%
COc1ccc(N2CCN(c3c4c(nc5nncn35)CCC4)CC2)cc1	u	x	-2%	-16%	-45%[inhibitor]	x	x	x
COC(=O)c1cc(NCc2ccccc2F)ccc1N1CCOCC1	-7%	-3%	4%	-15%	-1%	0%	-10%	-21%
NC(=O)Nc1cccc2ccccc12	3%	u	7%	7%	-1%	-8%	-4%	-3%[10 µM]
O=C(CCc1nc(-c2ccccc2F)no1)NCCN1CCOCC1	-3%	3%	-4%	-2%	-9%	-7%	0%	5%
Cc1cc(C)cc(N=Cc2[nH]c3ccc(Br)c(Cl)c3c2O)c1	u	1%	7%	u	0%	-3%	7.9µM*	-14%[10 µM]
O=C(Nc1ccccc1C(=O)Nc1ccccc1C(=O)NCc1ccco1)c1ccco1	-17%	u	u	u	-22%	-12%	-4%	2%
CCOc1ccc(NC(=O)CC2C(=O)N(C)C(=S)N2CCCc2ccccc2)cc1 (stereo unspecified)	-13%	-6%	-11%	u	-18%	10%	u	21%[10 µM]
C=CCn1c(N)c(C(=O)NC2CCCCC2)sc1=S	1%	-3%	12%	-7%	16%	9%	u	-20%
CCOc1ccc(NC(=O)c2ccccc2O)cc1	-13%	u	7%	-11%	3.2µM*	u	0%	-40%[10 µM]
O=C(COc1cccc(Cl)c1)Nc1ccc(N2CCOCC2)cc1	u	1%	14%	-29%	-25%	3%	0%	-45%[inhibitor]
N#CCCn1nc(-c2ccccc2)cc1-n1c(C(F)(F)F)nc2ccccc21	-3%	-4%	-3%	-14%	-12%	-9%	-4%	-18%
CN(C)S(=O)(=O)N1CCN(C(=O)c2cccs2)CC1	-7%	7%	-1%	-4%	23%	3%	6%	-4%
COc1ccc(C(=O)NCCSCc2ccccc2C)cc1	-10%	0%	4%	-7%	-13%	0%	u	-7%
CC(=O)N[C@@H](Cc1c[nH]c2ccccc12)C(=O)OCC(=O)Nc1ccc(Cl)c(S(=O)(=O)N(C)C)c1	11%	2%	9%	-29%	-1%	15%	u	-30%
O=C(COC(=O)CCc1c[nH]c2ccccc12)Nc1cc([N+](=O)[O-])ccc1Cl	u	-1%	12%	u	-6%	-15%	-6%	10%[10 µM]
Cn1c(=O)oc2cc(S(=O)(=O)N3CCCC(C(=O)NCc4ccc(F)cc4)C3)ccc21 (stereo unspecified)	0%	x	-10%	-12%	-1%	x	x	x
CN1CCC(N(C)CC(=O)Nc2ccccc2N2CCOCC2)CC1	-3%	u	3%	-2%	-18%	2%	u	7%
Cc1[nH]c2ccccc2c1C1=NNC(=Nc2ccc(F)cc2)SC1	14µM*	-6%	u	11µM*[quencher]	-38%[inhibitor]	u	20µM*	9%[10 µM]
O=c1[nH]nc(CNc2cccc(C(F)(F)F)c2)c2ccccc12	u	9%	5%	-17%	-33%[inhibitor]	-30%	6%	-3%
CCC1=NN(C(=O)c2cccnc2)C(O)(C(F)(F)F)C1 (stereo unspecified)	4%	-5%	5%	10%	-9%	-7%	-4%	19%[10 µM]
O=c1c2ccc([N+](=O)[O-])cc2ncn1CCOc1ccccc1	-15%	9%	9%	-14%	-9%	23%[9.22 µM]	-12%	-50%[inhibitor]
COc1ccc(C2=CC(=O)OC(C)(c3ccccc3)O2)cc1 (stereo unspecified)	1%	u	-1%	-3%	-1%	-10%	-16%	12%[0.074 µM]
Cc1ccc(C(=O)Nc2ccccc2-c2ccccc2)cc1S(=O)(=O)Nc1cccc(C)c1C	-3%	-15%	-9%	-24%	-29%	u	u	-60%[inhibitor]
Cc1cccc(NC(=O)c2cccc(NC(=O)Cc3cccs3)c2)c1	-14%	-10%	-8%	u	x	-12%[9.22 µM]	-15%	-9%[10 µM]
CN(Cc1ccccc1)C(=O)CCSc1nc(-c2ccc3c(c2)OCO3)cc(C(F)(F)F)n1	-10%	u	-2%	-19%	-36%[inhibitor]	-28%	u	-22%[10 µM]
Cc1ccc(NC(=O)Cn2nc(-c3ccc(Cl)cc3)c3ccccc3c2=O)cc1	6%	x	-8%	-13%	5%	x	x	x
O=C(c1ccco1)N1CCN(Cc2cn[nH]c2-c2ccc(F)cc2F)CC1	-11%	2%	-8%	-14%	x	8%[9.22 µM]	u	19%[10 µM]
O=C(NCC1COc2ccccc2O1)c1cc2ccccc2o1 (stereo unspecified)	-20%	3%	-1%	-17%	23%	-5%	9%	24%[10 µM]
Cc1cc(N2CCC(C(=O)N3CCN(c4cccc(C)c4C)CC3)CC2)n2ncnc2n1	-9%	-13%	4%	3%	-29%	-23%	4µM*	-24%
CN1CCc2c(sc3nc(SCC(N)=O)n(-c4ccccc4)c(=O)c23)C1	u	u	u	-16%	x	1%	u	-3%[0.074 µM]

A portion of the library, so the mix of outcomes need not match the whole.
